# dFosB activator = mouse delta FosB homodimer activation. AID 493131. hit rate 0.99% among 340,000. purified delta FosB, TAMRA-CDK5 oligo fluorescence polarization; percent of positive-control signal above neutral wells. activation, % at 25 µM;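 active means mean activation above about 17%, with every replicate also reaching it, limit read from the data, passing the limit was not always enough; inconclusive means only one of the two conditions met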;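 further: fluorescence polarization rise as delta FosB binds a TAMRA Cdk5 AP-1 oligo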
# Target sequence (P13346 whole entry, looked up): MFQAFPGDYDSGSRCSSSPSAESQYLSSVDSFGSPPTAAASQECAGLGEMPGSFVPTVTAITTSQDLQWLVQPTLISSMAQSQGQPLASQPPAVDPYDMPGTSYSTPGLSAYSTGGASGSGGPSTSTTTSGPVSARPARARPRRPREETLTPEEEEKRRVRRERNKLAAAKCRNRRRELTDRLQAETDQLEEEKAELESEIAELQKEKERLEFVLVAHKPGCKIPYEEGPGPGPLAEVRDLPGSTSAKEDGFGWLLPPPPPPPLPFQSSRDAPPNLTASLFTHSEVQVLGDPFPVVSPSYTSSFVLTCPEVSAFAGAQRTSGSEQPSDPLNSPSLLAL
# MITF act = activators of MITF-driven TRPM1 promoter activity in SK-MEL-5 cells; activation, % at 12.5 µM; SK-MEL-5 TRPM1-promoter luciferase, 24 h; % of positive control, neutral wells = 0; AID 588334; hit rate 0.75% among 300,000;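 active means mean activation of at least 80% with every replicate also reaching 80%; inconclusive means mean reaches 80% but some replicate falls short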;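 further: 0% = neutral control wells and 100% = parthenolide positive control wells; values of inactives mirror those of a sister screen read the other way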
# SR-BI HDL uptake = mouse SR-BI HDL lipid transfer inhibition. Q61009. ldlA[mSR-BI] CHO cells, DiI-HDL uptake fluorescence, 3 h. inhibition, % at 12.5 µM. hit rate 0.96% among 320,000;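 active means mean replicate inhibition of at least 70% and a set share of replicates each scoring 70 or more; inconclusive means meets just one of the two criteria; inactive means fails both criteria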;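 further: 0% = median of neutral control wells and 100% = median of positive control wells; values of inactives mirror those of a sister screen read the other way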
# SR-BI uptake up = enhances SR-BI lipid uptake from DiI-HDL; CHO ldlA[mSR-BI] cells, DiI-HDL uptake fluorescence, 3 h; 100 = double the neutral-control signal; activation, % at 12.5 µM; hit rate 0.096% among 320,000; AID 504775;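 active means mean replicate activation of at least 60% and every replicate at or above 60%; inconclusive means mean or all-replicate condition met, but not both; inactive means mean below 60% and not all replicates reaching 60%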;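 further: 0% = median plate neutral-control signal and 100% = twice that signal; values of inactives mirror those of a sister screen read the other way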
#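 System: CHO ldlA[mSR-BI] cells / Medium: HEPES-buffered (25 mM, pH 7.4) F12 plus 0.5% BSA / Probe or stimulus: labelled HDL, 10 µg/mL / Doses: single compound concentration, delivered by pin transfer / Schedule: 3 h, 37 °C / Measured by: DiI fluorescence, bottom read / Measure: cell-associated DiI fluorescence as measure of HDL uptake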
# CAL PDZ FP-1 = CAL PDZ (human) peptide binding inhibition | Q9HD26 | purified CAL PDZ, TMR-peptide fluorescence polarization, 1 h | inhibition, % at 24.9 µM | hit rate 0.92% among 300,000 | AID 602252;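 active means mean inhibition of at least 30% with at least half of replicates also reaching 30%; inconclusive means no clear call, values can overlap the other calls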;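 further: 0% = DMSO neutral control and 100% = excess unlabeled competitor peptide PRC23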
# NSD2 inh = NSD2 (human) methyltransferase inhibition; AID 743445; inhibition, % at 12.5 µM; hit rate 0.54% among 310,000; NSD2 peptide methylation, AlphaScreen, 120 min; in the data active means inhibition above about 50%
# PfHsp90 set2 = inhibits growth of yeast expressing Plasmodium falciparum Hsp90 | S. cerevisiae expressing PfHsp90, BacTiter-Glo ATP, 48 h; yeast lacking PDR1 and PDR3 efflux regulators | inhibition, % at 9.4 µM | hit rate 0.32% among 310,000;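 active means every replicate shows inhibition above about 80%, whatever the replicate mean, limit read from the data; inconclusive means mean inhibition reaches the set limit but some replicate falls short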;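 further: 0% = DMSO neutral controls and 100% = 20 µM radicicol positive controls; yeast relying on Plasmodium falciparum Hsp90 in place of its own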
# CAL PDZ FP-2 = blocks peptide binding to human CAL PDZ domain. purified CAL PDZ, TMR-peptide fluorescence polarization, 1 h. inhibition, % at 20 µM. hit rate 0.02% among 330,000. AID 504414;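 active means highest replicate inhibition of at least 40%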;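 further: plate controls were DMSO neutral control wells for no effect and unlabeled competitor peptide control wells for full effect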
#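 Material: tagged CAL PDZ protein CerCALP, purified; buffer or medium: sodium phosphate/NaCl buffer pH 7.4 with TCEP, IgG, Thesit; also added: fluorescent TMR peptide probe; schedule: 1 h incubation at room temperature before polarization reading; technique: fluorescence polarization from S- and P-plane intensities, G-factor corrected; control set: unlabelled peptide and DMSO controls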
# Rtt109 HAT inh = C. albicans Rtt109 histone acetyltransferase inhibition; purified Rtt109/Vps75, ThioGlo CoA-SH fluorescence, 4 h; hit rate 0.16% among 330,000; AID 540336; inhibition, % at 34.9 µM; Q5AAJ8;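 active means inhibition of at least 50% in every replicate; inconclusive means best replicate reaches 50% inhibition but some replicates fall short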
# Target sequence (Q5AAJ8 whole entry, looked up): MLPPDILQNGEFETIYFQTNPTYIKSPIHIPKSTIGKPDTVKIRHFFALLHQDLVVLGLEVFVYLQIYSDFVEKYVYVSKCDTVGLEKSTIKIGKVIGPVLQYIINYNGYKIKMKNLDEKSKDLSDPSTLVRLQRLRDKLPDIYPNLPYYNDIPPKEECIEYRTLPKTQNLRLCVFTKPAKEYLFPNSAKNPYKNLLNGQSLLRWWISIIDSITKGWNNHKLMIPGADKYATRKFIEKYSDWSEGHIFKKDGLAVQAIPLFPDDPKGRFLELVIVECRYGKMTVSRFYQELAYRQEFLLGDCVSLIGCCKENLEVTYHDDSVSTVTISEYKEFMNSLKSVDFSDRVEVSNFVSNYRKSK
# PvdQ inh = P. aeruginosa PvdQ acylase inhibition; inhibition, % at 10 µM; hit rate 0.063% among 340,000; purified PvdQ acylase, fluorescence plate reader; AID 488965; in the data active means inhibition above about 30%, passing the limit was not always enough; inconclusive means no clear call, values can overlap the other calls;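 further: 0% = vehicle neutral wells and 100% = reference inhibitor wells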
# Active calls of the source: *; ? = inconclusive; nt = not tested or not shown.
no.	SMILES	dFosB activator	MITF act	SR-BI HDL uptake	SR-BI uptake up	CAL PDZ FP-1
1	CN(C)S(=O)(=O)N(CC(=O)N1CCOCC1)c1ccccc1	-2	7	-6	6	-1
2	Cc1cccc(C)c1N=C1NN=C(c2ccccc2F)CS1	3	6	1	-1	0
3	Cc1ccc(NNc2c(C)nc3ccccc3nc2=O)cc1	-9	31	-9	9	1
4	CC1CCN(C(=O)c2scc3c2OCCO3)CC1	10	15	3	-3	-3
5	CCN(C(=O)COC(=O)COc1ccc2c(C)cc(=O)oc2c1)C1CCS(=O)(=O)C1 (stereo unspecified)	-3	12	-24	24	-4
6	CC(=O)c1c(C)[nH]c(C(=O)Nc2cccc(C)c2C)c1C	-5	1	18	-18	-7
7	Cc1ccc(S(=O)(=O)N2CCCC2C(=O)OCc2ccccc2)cc1 (stereo unspecified)	-2	5	-19	19	-1
8	CC(=O)Nc1ccc(S(=O)(=O)NCC(C)NS(=O)(=O)c2ccc(NC(C)=O)cc2)cc1 (stereo unspecified)	0	nt	21	-21	4
9	Cc1ccc(CN(C)C(=O)c2cc(COc3cccc(C(F)(F)F)c3)on2)o1	-10	4	-10	10	-6
10	C/C(=N\NC(=O)c1cccc(S(=O)(=O)N2CCOCC2)c1)c1ccc(O)cc1	-1	-10	3	-3	2

no.	NSD2 inh	PfHsp90 set2	CAL PDZ FP-2	Rtt109 HAT inh	PvdQ inh
1	nt	15	-2.7	3	4
2	0	-25	-0.9	8	-3
3	-3	-18	-0.7	-5	-3
4	-5	-17	-0.7	-3	-7
5	-6	10	-0.8	1	1
6	0	7	-1.7	13	1
7	-4	3	1.0	2	4
8	-5	nt	-0.7	-23	-15
9	7	14	-1.9	23	3
10	0	nt	0.1	4	-1

# Some of these compounds in order of length of the SMILES, low to high.
no.	SMILES	dFosB activator	MITF act	SR-BI HDL uptake	SR-BI uptake up	CAL PDZ FP-1
2	Cc1cccc(C)c1N=C1NN=C(c2ccccc2F)CS1	3	6	1	-1	0
1	CN(C)S(=O)(=O)N(CC(=O)N1CCOCC1)c1ccccc1	-2	7	-6	6	-1
6	CC(=O)c1c(C)[nH]c(C(=O)Nc2cccc(C)c2C)c1C	-5	1	18	-18	-7
7	Cc1ccc(S(=O)(=O)N2CCCC2C(=O)OCc2ccccc2)cc1 (stereo unspecified)	-2	5	-19	19	-1
9	Cc1ccc(CN(C)C(=O)c2cc(COc3cccc(C(F)(F)F)c3)on2)o1	-10	4	-10	10	-6
10	C/C(=N\NC(=O)c1cccc(S(=O)(=O)N2CCOCC2)c1)c1ccc(O)cc1	-1	-10	3	-3	2
5	CCN(C(=O)COC(=O)COc1ccc2c(C)cc(=O)oc2c1)C1CCS(=O)(=O)C1 (stereo unspecified)	-3	12	-24	24	-4
8	CC(=O)Nc1ccc(S(=O)(=O)NCC(C)NS(=O)(=O)c2ccc(NC(C)=O)cc2)cc1 (stereo unspecified)	0	nt	21	-21	4

no.	NSD2 inh	PfHsp90 set2	CAL PDZ FP-2	Rtt109 HAT inh	PvdQ inh
2	0	-25	-0.9	8	-3
1	nt	15	-2.7	3	4
6	0	7	-1.7	13	1
7	-4	3	1.0	2	4
9	7	14	-1.9	23	3
10	0	nt	0.1	4	-1
5	-6	10	-0.8	1	1
8	-5	nt	-0.7	-23	-15

# The listing continues.
no.	SMILES	dFosB activator	MITF act	SR-BI HDL uptake	SR-BI uptake up	CAL PDZ FP-1
11	CN(C(=O)c1cccc(NC(=O)Cc2ccc(NC(=O)C3CCCN(C(=O)C4CC4)C3)cc2)c1)C1CCC1 (stereo unspecified)	-6	-1	46	-46	-2
12	COc1cccc(C(=O)N(C)Cc2c(C)nn(C3CCS(=O)(=O)C3)c2C)c1 (stereo unspecified)	3	0	-4	4	-2
13	O=C(CN1CCNCC1)Nc1ccccc1Cl	-2	nt	-17	17	3
14	COc1cc(OC)cc(-c2c(-c3cccs3)c3cc(-c4cnc(N)nc4)ccc3n2C)c1	-10	9	8	-8	-2
15	O=C(NCc1ccccc1)c1cc(-n2cnnc2)ccc1Cl	2	-2	7	-7	-3
16	CCc1noc(C)c1C(=O)N(CC)CC(=O)Nc1cc(Cl)ccc1C	-10	10	-10	10	3
17	COc1ccc(Cl)cc1NS(=O)(=O)c1cc(Cl)ccc1OC	-9	nt	5	-5	-1
18	CCSc1nnc(NC(=O)c2csc3c2CCC(C)C3)s1 (stereo unspecified)	4	23	-6	6	-31
19	Oc1ccc(/C=N/Nc2nc(N3CCCCCC3)nc(N3CCCCCC3)n2)c(O)c1	-8	-3	51	-51	-4
20	O=C(c1ccc2ccccc2c1)N1CCN(Cc2ccccc2)CC1	0	60	23	-23	-37

no.	NSD2 inh	PfHsp90 set2	CAL PDZ FP-2	Rtt109 HAT inh	PvdQ inh
11	nt	15	1.3	-1	-16
12	-2	1	-1.4	23	12
13	nt	nt	-1.8	-5	-11
14	nt	-16	0.0	-4	-10
15	0	-2	0.2	1	-15
16	-1	20	-0.9	8	-18
17	0	2	1.2	6	5
18	2	-2	nt	0	-17
19	16	0	-1.7	nt	-7
20	2	-14	-3.0	-5	-13

# Additional compounds follow:
no.	SMILES	dFosB activator	MITF act	SR-BI HDL uptake	SR-BI uptake up	CAL PDZ FP-1
21	Cc1cc(C)n(C(=O)COc2ccc([N+](=O)[O-])cc2)n1	0	-1	-38	38	-3
22	Cc1cc(C=O)c(C)n1-c1ccc(Cl)c(C(=O)O)c1	-4	13	-11	11	21
23	COc1ccc(C(=O)C2CCCN(C(=O)c3cccc(N4CCCC4=O)c3)C2)cc1OC (stereo unspecified)	-8	5	-8	8	-7
24	Cc1ccc(NC(=O)NC(=O)CSc2n[nH]c(N)n2)c(C)c1	-12	7	-17	17	-6
25	CCCNC(=O)COC(=O)c1ccc(N2CCCC2)c([N+](=O)[O-])c1	-6	-2	-1	1	-4
26	COc1ccc(C(=O)N/N=C/c2sc3ccccc3c2O)cc1	5	-31	120*	-120	-2
27	CC(=O)NCC(=O)N(C)C(C(=O)Nc1ccc(C(C)C)cc1)c1ccccc1 (stereo unspecified)	-2	-3	3	-3	-1
28	CCc1cccc2c(C(=O)CCl)c[nH]c12	-11	-27	-4	4	-3
29	O=C(COC(=O)c1ccccn1)NCCCc1ccccc1	-2	0	-15	15	0
30	COc1ccc(CCNC(=O)CCc2nc3ccccc3[nH]2)cc1OC	-13	4	nt	nt	-2

no.	NSD2 inh	PfHsp90 set2	CAL PDZ FP-2	Rtt109 HAT inh	PvdQ inh
21	-2	10	-0.2	-6	-6
22	167*	-13	-0.2	0	-18
23	0	27	-3.0	4	-18
24	-5	22	-3.8	nt	-10
25	3	5	0.2	23	9
26	1	100*	0.3	30	3
27	0	-67	0.6	8	5
28	2	-76	-0.5	-9	-9
29	-2	19	-0.2	3	-20
30	-3	-15	-3.3	-2	-14

# Later entries:
no.	SMILES	dFosB activator	MITF act	SR-BI HDL uptake	SR-BI uptake up	CAL PDZ FP-1
31	CC(NC(=O)c1ccc(-c2ccccc2)cc1)C(c1ccccc1)N1CCOCC1 (stereo unspecified)	-10	6	2	-2	-3
32	CC(C)c1ccc(C(CC(=O)O)N2Cc3ccccc3C2=O)cc1 (stereo unspecified)	-5	-6	-3	3	-3
33	Cc1ccc(N(Cc2cc3ccc(C)cc3[nH]c2=O)C(=O)c2ccco2)cc1	-1	0	30	-30	0
34	CCOC(=O)C1=C(CNCc2ccccc2Cl)NC(=O)NC1c1ccc2c(c1)OCO2 (stereo unspecified)	1	-3	62	-62	-7
35	CCCN(CC(=O)Nc1ccccc1Br)CC(=O)Nc1ccc(F)c(F)c1F	-7	-3	20	-20	-6
36	COc1ccc(-c2csc3nc(-c4cccnc4)nc(Cl)c23)cc1OC	-3	-18	40	-40	-7
37	COc1ccccc1OCCNC(=O)c1ccccc1OCc1c(C)noc1C	-6	-6	14	-14	3
38	COc1ccc2ccc(=O)oc2c1CC=C(C)C	-9	-1	-18	18	0
39	O=c1cc(O)nc(SC23CC4CC(CC(C4)C2)C3)[nH]1	-2	-12	5	-5	1
40	Cc1ccc(-c2nnc(NC(=O)CCS(=O)(=O)c3ccc(F)cc3)o2)c(C)c1	15	-1	3	-3	-3

no.	NSD2 inh	PfHsp90 set2	CAL PDZ FP-2	Rtt109 HAT inh	PvdQ inh
31	0	-2	-1.8	-1	-1
32	-3	-4	-0.6	1	3
33	1	0	-0.5	1	0
34	2	-15	-1.7	1	-17
35	5	50	-0.1	5	-18
36	1	-8	-4.4	4	3
37	-4	-4	1.0	-2	2
38	nt	9	0.4	-27	-7
39	1	18	-0.8	2	8
40	1	-37	-2.2	-6	2

# Remaining list, next part:
no.	SMILES	dFosB activator	MITF act	SR-BI HDL uptake	SR-BI uptake up	CAL PDZ FP-1
41	C/C=C(\C)C(=O)NCCN1C2=NC[C@H](Cc3ccc(O)cc3)N2C[C@@H]1Cc1ccc(OC)cc1	-3	1	5	-5	2
42	CCCCN(C)S(=O)(=O)c1ccc(C(=O)N(CCN(C)C)c2nc3ccc(C)cc3s2)cc1	-2	17	7	-7	-4
43	CCOc1ccc(C2c3cc(OC)c(OC)cc3CC(=O)N2c2ccc(OC)cc2)cc1 (stereo unspecified)	-5	-6	-27	27	nt
44	O=c1cc(-c2ccccc2)[nH][nH]1	-5	1	-9	9	-2
45	N/C(=N\NC(=O)c1sccc1OCc1ccc(Cl)cc1Cl)c1ccccn1	0	-18	5	-5	nt
46	CC(=O)Nc1cccc(NC(=O)COc2nncc3ccccc23)c1	2	-2	-10	10	0
47	Cc1ccc(C(=O)COc2ccccc2-c2ccccc2)cc1C	-6	-21	8	-8	-2
48	CCOc1cccc(-c2c(C(=O)N/N=C(\C)c3cccnc3)nnn2-c2nonc2N)c1	-10	11	-7	7	-4
49	O=C(Nc1cccc2ncccc12)c1ccc(-c2ccc(Cl)cc2Cl)o1	?	1	-12	12	-3
50	COc1ccc(NC(=O)COC(=O)c2ccc(S(=O)(=O)N(C)c3ccccc3OC)cc2)cc1OC	-9	-16	10	-10	-3

no.	NSD2 inh	PfHsp90 set2	CAL PDZ FP-2	Rtt109 HAT inh	PvdQ inh
41	nt	-14	0.4	-7	-6
42	1	12	-1.6	nt	-4
43	1	-34	-0.8	8	-10
44	0	-9	-2.7	nt	3
45	-5	-29	-0.8	3	-20
46	-1	9	-0.6	-1	-14
47	3	-4	-3.8	-6	-11
48	-6	1	-3.0	-9	1
49	1	1	-4.1	6	12
50	0	6	-2.5	-3	-22

# Compound activity from PubChem BioAssay.

# Rows were taken by chance, and some 4.3% of all compounds hit somewhere here.
